Screening data (PubChem BioAssay)
FLuc modulator: qHTS profiling assay for firefly luciferase inhibitor/activator using purifed enzyme and Km concentrations of substrates (counterscreen for miR-21 project); actives 6.9% (n = 360,000); purified FLuc, Km substrates, luminescence inhibition; Potency, µM (series often up to 57.5 µM), without a hit: at the highest dose activity change, negative = inhibition, usual class: inhibitors; active means well fitted inhibition curve with a large enough effect; inconclusive means small, poorly fitted or top-dose-only effect;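 further: plate controls were vehicle for no effect and reference inhibitor for full effect; nearly all actives have a fitted effect of over 55% in size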
Target sequence (P08659 whole entry, looked up): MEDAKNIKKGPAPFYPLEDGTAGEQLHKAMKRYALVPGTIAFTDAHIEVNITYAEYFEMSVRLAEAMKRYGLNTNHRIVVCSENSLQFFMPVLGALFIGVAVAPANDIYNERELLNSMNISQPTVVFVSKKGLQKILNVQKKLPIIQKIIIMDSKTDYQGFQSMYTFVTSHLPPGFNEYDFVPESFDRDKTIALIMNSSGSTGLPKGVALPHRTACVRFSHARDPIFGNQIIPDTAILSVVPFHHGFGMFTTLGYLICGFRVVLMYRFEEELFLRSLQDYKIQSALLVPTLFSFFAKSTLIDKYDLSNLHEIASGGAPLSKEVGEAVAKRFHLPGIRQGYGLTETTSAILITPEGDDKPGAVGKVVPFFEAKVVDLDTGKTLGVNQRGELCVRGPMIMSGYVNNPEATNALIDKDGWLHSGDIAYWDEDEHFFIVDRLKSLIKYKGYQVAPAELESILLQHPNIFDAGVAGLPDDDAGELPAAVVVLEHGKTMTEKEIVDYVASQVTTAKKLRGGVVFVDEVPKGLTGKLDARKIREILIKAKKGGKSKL
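Biochemical qHTS of compounds, final roughly 60 µM downward over six points, against 10 nM purified firefly luciferase using Km concentrations of substrates (10 uM D-luciferin, 10 uM ATP) in Tris acetate pH 7.5 buffer; luminescence output.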
An asterisk follows results filed as active; u = inconclusive. Potency means the concentration at half of the fitted maximal effect.

SMILES | FLuc modulator
CCc1ccc(-n2nc(C)c3c(C)cc(=O)n(CC(=O)N4CCCc5ccccc54)c32)cc1 | -2.1%
Cc1ccc(Cn2c(=O)n(Cc3ccco3)c(=O)c3oc4ccccc4c32)cc1 | -1.9%
Cc1ccc(S(=O)(=O)c2nc(S(=O)(=O)c3ccccc3)sc2NCCCOC(C)C)cc1 | -4.9%
COc1cccc(NC(=O)Cn2c(=O)n(Cc3ccc4c(c3)OCO4)c(=O)c3oc4ccccc4c32)c1 | -1.8%
CCCOc1cccc(C(=O)Nc2ccc(-c3cc4ccccc4oc3=O)c(C)c2)c1 | u
CC1CCN(C(=O)Cn2c(=O)n(-c3ccc(Cl)cc3)c(=O)c3c4c(sc32)CCC4)CC1 | 4.6%
Cc1ccc(OC(C)C(=O)N2CCN(CCc3ccccn3)CC2)cc1C (configuration not stated) | 4.0%
CCOc1cc(C(=O)Nc2ccc(-c3nc4ccccc4s3)cc2Cl)cc(OCC)c1OCC | 13.5µM*
CN(C)c1ccc(NC(=O)Cn2nnc3sc4c(c3c2=O)CCC(C(C)(C)C)C4)cc1 (configuration not stated) | -19.4%
COc1ccc(NC(=O)c2c(NCc3ccc(C)o3)sc3c2CCC(C)C3)c(OC)c1 (configuration not stated) | -17.6%
CC(C)CNS(=O)(=O)c1ccc(N2CCCCS2(=O)=O)cc1 | 2.7%
Cc1ccc(/C=C/c2onc(C)c2S(=O)(=O)N2CCC(C(=O)Nc3ccccc3C(F)(F)F)CC2)cc1 | 2.1%
CCCCOc1ccc(C2=NC(c3ccccc3)=Nc3ccc(OC)cc3N2)cc1 | -5.1%
COc1ccc(CCNC(=O)c2ccc3c(c2)nc(C)n3-c2ccc(Br)cc2)cc1OC | -2.6%
COc1ccc(Cl)cc1NC(=O)CCCS(=O)(=O)c1nc(-c2ccc(OC)c(OC)c2)cc(C(F)(F)F)n1 | 5.9%

Two records picked at random from the list so far:
SMILES | FLuc modulator
COc1ccc(NC(=O)c2c(NCc3ccc(C)o3)sc3c2CCC(C)C3)c(OC)c1 (configuration not stated) | -17.6%
Cc1ccc(OC(C)C(=O)N2CCN(CCc3ccccn3)CC2)cc1C (configuration not stated) | 4.0%

Going on with the list.
SMILES | FLuc modulator
CN1CCc2nc3sc(C(=O)Nc4ccccc4OC(F)(F)F)c(N)c3cc2C1 | 1.1%
CN(CC(=O)Nc1ccc(F)cc1F)S(=O)(=O)c1cccc2nsnc12 | -2.7%
COc1ccccc1N1CCN(S(=O)(=O)c2c(C)sc3ncn(CC(=O)Nc4ccc(C(C)C)cc4)c(=O)c23)CC1 | -5.7%
CCOC(=O)c1cc(-c2ccccc2)n(CCC(=O)Nc2ccccc2CC)c1C | -1.8%
CNS(=O)(=O)c1cn(CC(=O)Nc2ccc(C)c(N(C)C)c2)cc1S(=O)(=O)NC | -2.4%
COc1ccc(OC)c(CCNC(=O)c2cc3c(-c4ccccc4F)nn(C)c3s2)c1 | 7.7%
COC(=O)c1cc2oc(C)cc2n1CC(=O)Nc1ccc(C(C)C)cc1 | u
Cc1cccc(N2CCN(C(=O)c3nn(C)c4c3CSc3ccccc3-4)CC2C)c1 (configuration not stated) | -1.3%
CCCn1c2ccccc2c2cnn(CC(=O)Nc3cc(C)c(Cl)cc3OC)c(=O)c21 | -9.6%
O=C(c1ccc2c(c1)N(Cc1cccc(F)c1)C(=O)c1ccccc1S2)N1CCCC1 | -3.3%
COc1ccc(-c2nc3sc(CCNC(=O)C(=O)Nc4ccc(C)c(C)c4)c(C)n3n2)cc1 | -5.1%
Cc1ccc(NS(=O)(=O)c2ccc3[nH]c4c(c3c2)CCCCCC4)cc1Cl | -15.2%
COc1ccccc1CNC(=O)c1ccc(CS(=O)c2ccccc2Cl)o1 (configuration not stated) | 6.7%
CCOc1ccc(-c2nnc(SCC(=O)Nc3cccc(OC)c3)nc2-c2ccc(OCC)cc2)cc1 | -7.4%
O=C(Cn1c2ncccc2c(=O)n1-c1ccccc1)NCc1ccccc1Cl | -2.0%
Cc1cccc(C)c1NC(=O)Cn1c(=O)n(Cc2ccccc2)c(=O)c2c(C)c(C(=O)N(C)C)sc21 | -2.9%
COc1ccc2c(Sc3ccc(C)cc3)c(C(=O)NCCc3ccccc3)[nH]c2c1 | -2.9%
Cc1cccc(C)c1NC(=O)c1nc(S(C)(=O)=O)ncc1N(Cc1ccc(C(C)(C)C)cc1)Cc1ccco1 | -4.0%
COc1cccc(NC(=O)CSc2nc(=O)n(Cc3cccnc3)c3c2CCC3)c1 | -1.7%
COc1ccc(-c2cc(C(F)(F)F)nc(SCCC(=O)Nc3ccc(F)cc3F)n2)cc1 | -3.9%
COc1ccc2nc(NC(=O)c3cc(=O)c4cc(C)c(C)cc4o3)sc2c1 | -14.2%
Cc1ccc(C)c(NC(=O)Cn2c(=O)n(CC(=O)NCCc3ccccc3)c(=O)c3ccccc32)c1 | -0.3%
COC(=O)C(CCSC)NC(=O)c1cc2c(n(-c3ccc(OC)cc3)c1=O)CC(C)(C)CC2=O (configuration not stated) | 0.8%
CC(=O)Nc1cccc(NC(=O)Cn2cnc3c2c(=O)n(C)c(=O)n3C)c1 | 3.0%
CCCCNC(=O)C1CCCN(c2nnc(C)c3c(C)n(-c4ccc(Cl)cc4)nc23)C1 (configuration not stated) | -6.7%
O=C(Nc1ccc(F)cc1Cl)C1CCN(c2ncnc3c2nc2n3CCCCC2)CC1 | 4.4%
O=C(O)Cc1sc(Nc2ccc(C(=O)O)cc2)nc1-c1ccccc1 | u
Cc1ccc(-n2c(SCc3cccc(F)c3)nc3[nH]ncc3c2=O)cc1C | -8.1%
COc1cc(C(=O)N(Cc2ccc(C(C)C)cc2)C2CCS(=O)(=O)C2)cc(OC)c1OC (configuration not stated) | -0.2%
O=S(=O)(NCC(c1ccccc1)N1CCc2ccccc21)c1ccc(Cl)cc1 (configuration not stated) | -11.1%
Cc1ccc(S(=O)(=O)n2nc(-c3ccccc3)nc2NCc2ccc(Cl)cc2)cc1 | 0.7%
CCOC(=O)c1ccc(Nc2c(-c3ccc(O)cc3)nc3nc[nH]n23)cc1 | u
CCOC(=O)C1CCCN(c2c(C(=O)c3ccc(OCC)cc3)cnc3ccccc23)C1 (configuration not stated) | -12.1%
COCCCNc1oc(/C=C/c2cc(OC)c(OC)c(OC)c2)nc1C#N | -1.2%
COCCn1c(C)cc(O)c(C(c2ccccc2Cl)N2CCCCC2)c1=O (configuration not stated) | 3.9%
Cc1ccc(C)c(NC(=O)n2ncc3cc(Cl)ccc32)c1 | -0.5%
O=C(NC1CC(=O)N(c2ccccc2)C1)c1cc2ccccc2o1 (configuration not stated) | 3.2%
O=C(Oc1ccccc1F)c1nc(SCc2ccccc2F)ncc1Cl | -16.3%
O=C(c1ccc(F)cc1)n1nc(-c2cccnc2)nc1NCc1ccc(F)cc1 | -2.1%
COc1ccc(NC(=O)CC2NCCNC2=O)c(OC)c1 (configuration not stated) | -1.2%
Cc1sc(NC(=O)C2c3ccccc3Oc3ccccc32)c(C(=O)OC(C)C)c1C | 1.5%
COc1ccc(-n2ncc3c(N4CCN(c5cccc(C)c5)C(C)C4)ncnc32)cc1 (configuration not stated) | -2.3%
COc1ccc(-c2cc(C(=O)Oc3ccc(C)c(C)c3)c3ccccc3n2)cc1 | u
Clc1cccc(-n2ncc3c(N4CCC(Cc5ccccc5)CC4)ncnc32)c1 | 5.9%
Cc1ccc(CN2CCSc3ccc(C(=O)NCc4ccc(OC(C)C)cc4)cc32)cc1 | -8.7%

Gathered by group, those above containing two or more sulfur atoms
SMILES | FLuc modulator
Cc1ccc(S(=O)(=O)c2nc(S(=O)(=O)c3ccccc3)sc2NCCCOC(C)C)cc1 | -4.9%
CC(C)CNS(=O)(=O)c1ccc(N2CCCCS2(=O)=O)cc1 | 2.7%
CN(CC(=O)Nc1ccc(F)cc1F)S(=O)(=O)c1cccc2nsnc12 | -2.7%
COc1ccccc1N1CCN(S(=O)(=O)c2c(C)sc3ncn(CC(=O)Nc4ccc(C(C)C)cc4)c(=O)c23)CC1 | -5.7%
CNS(=O)(=O)c1cn(CC(=O)Nc2ccc(C)c(N(C)C)c2)cc1S(=O)(=O)NC | -2.4%

Later entries
SMILES | FLuc modulator
COc1ccccc1N1CCN(C(=O)c2nc(-c3ccc(C)cc3)n3c2CCCCC3)CC1 | 1.1%
CSc1nc(NCCOC(C)=O)c(C#N)c(-c2ccc(C(C)(C)C)cc2)n1 | -11.4%
CCOC(=O)c1c(S(=O)(=O)N2CCCC(C(=O)NCc3ccccc3Cl)C2)c(C)n(C)c1C (configuration not stated) | -5.8%
Cc1ccc(-c2cc(-c3coc4ccccc4c3=O)c3c(n2)-c2cc(Cl)ccc2OC3)cc1 | -1.0%
CCC(=O)Oc1cc(C(C)(C)C)cc2cc(-c3nc(-c4ccc(OC)cc4OC)no3)c(=O)oc12 | -2.2%
CCOCCCNC(=O)c1cc2c(-c3ccc(OC)c(OC)c3)nn(C)c2s1 | -15.7%
COC1(C(F)(F)F)NC(=O)N(c2ccc(F)cc2)C1=O (configuration not stated) | 0.8%
CCn1cc(S(=O)(=O)c2ccccc2)c(=O)c2cc(F)c(N3CCCC3)cc21 | 3.5%
Cc1ccc(OCC(=O)Nc2cc(-c3nc4ccccc4[nH]3)ccc2C)c(C)c1 | -4.2%
COc1cccc(CNC(=O)C(NS(=O)(=O)c2ccc3nc(C)sc3c2)C(C)C)c1 (configuration not stated) | -1.9%
Cc1ccc(OCc2nc(-c3ccc(C(=O)N4CCN(c5ccc(Cl)cc5)CC4)cc3)oc2C)cc1 | -1.6%
CCCNC(=O)c1ccc(Cn2c(=O)c3cccn3c3cccnc32)cc1 | -1.5%
Cc1cccc(C)c1NC(=O)CCCN1C(=O)CCn2nc(-c3cn(C)c4ccccc34)cc21 | -0.5%
Cn1c(=O)n(C)c2cc(N3CCCCC3)c(NC(=O)c3ccc(Cl)cc3)cc21 | -5.1%
Fc1ccc(Nc2nc(SCc3cccc(F)c3)nc3ccccc23)cc1 | 1.0%
CCOC(=O)c1ccc(NC(=O)Cn2c(=O)cc(C)c3c(C)nn(-c4cccc(F)c4)c32)cc1 | -1.7%
CCCN(CCC)C(=O)Cn1c(=O)n(-c2cccc(OC)c2)c(=O)c2c(C)c(C(=O)N(C)C)sc21 | 1.9%
O=C(Nc1ccccc1C(=O)OCc1cc(=O)n2ccsc2n1)c1ccccc1Cl | 4.7%
Cc1cc(C)cc(NC(c2nnc(-c3cccc(F)c3)o2)c2ccc(F)cc2Cl)c1 (configuration not stated) | 0.8%
CCOc1ccc(-c2nnc(SCC(=O)c3ccccc3)n2-c2ccccc2)cc1 | -0.8%
CCN(CC)S(=O)(=O)c1ccc(NC(=O)Cn2ncc3c([nH]c4ccccc43)c2=O)cc1 | -16.5%
O=c1c(NCc2cccs2)nccn1-c1ccc(F)cc1 | -14.5%
O=C(Cc1ccccc1)Nc1sc2c(c1C(=O)Nc1ccc(Cl)cc1)CCCC2 | u
CCCc1ccc(-c2ccc(C(=O)Oc3ccc(OCC)cc3)cc2)nc1 | -18.6%
COc1ccccc1N1CCN(c2ccc(NC(=O)c3ccc(C)cc3)cc2C(=O)O)CC1 | -13.7%
CCOc1ccc2nc(N3CCN(C(=O)c4ccc(S(=O)(=O)CC)cc4)CC3)sc2c1 | -4.0%
COc1ccc(CNC(=O)CN2C(=O)COc3ccc(S(=O)(=O)Nc4ccccc4)cc32)cc1 | -18.6%
CC1CCN(C(=O)Cn2cc(SCC(=O)Nc3ccccc3C(F)(F)F)c3ccccc32)CC1 | -12.6%
Cc1cc(C)cc(NC(=O)CCn2cnc3ccccc3c2=O)c1 | -13.5%
Cc1ccc(-c2nc(C)c(CCNC(=O)C(=O)Nc3ccc(C)c(Cl)c3)s2)cc1 | -0.9%
O=C(NCc1cccc(Br)c1)c1ccc(NC(=O)N2CCCCc3ccccc32)cc1 | -6.8%
COc1ccc(-c2nc(C)c(CCNC(=O)c3ccccc3Br)s2)cc1OC | u
COC(=O)c1ccc(OCC2c3cc(OC)c(OC)cc3CCN2C(=O)c2ccccc2C)cc1 (configuration not stated) | -9.0%
Cc1ccc(-n2c3c(c(=O)[nH]c2=O)C(NC(=O)c2ccccc2C)(C(F)(F)F)C(=O)N3)cc1 (configuration not stated) | -1.5%
CCOc1ccc(C2c3c(oc4ccccc4c3=O)C(=O)N2Cc2ccc3c(c2)OCO3)cc1 (configuration not stated) | 0.2%
Cc1ccc(C(C)C)c(OCC(=O)Nc2ccc(O)c(-c3nc4cc(Cl)ccc4o3)c2)c1 | -15.9%
COc1ccc(C(=O)NCC(c2ccc3c(c2)OCO3)N2CCOCC2)cc1OC (configuration not stated) | -1.3%
Cc1nn(-c2nc(-c3ccc(F)cc3)cc(C(F)(F)F)n2)c(C)c1Cl | -1.8%
CCNc1nc(N)nc(Oc2ccc(OCC(=O)OC)nn2)n1 | -5.6%
Cc1ccc(CCNC(=O)c2ccc3c(c2)c(C)c(C)n3Cc2ccccc2)cc1 | -9.3%
NC(=O)C1CCN(c2nc(-c3ccc(N4CCCCC4)nc3)cs2)CC1 | 4.78µM*
Cc1ccc(-c2nc(C(=O)Nc3cccc(C#N)c3)c3n2CCCCC3)cc1 | 1.0%
Cc1ccc(C)c(NC(=O)Cn2nnc(C(=O)NCCc3ccccc3)c2N)c1 | -4.5%

Some of the entries so far, with tabs.
Compound	FLuc modulator
Cc1ccc(CCNC(=O)c2ccc3c(c2)c(C)c(C)n3Cc2ccccc2)cc1	-9.3%
NC(=O)C1CCN(c2nc(-c3ccc(N4CCCCC4)nc3)cs2)CC1	4.78µM*
Cc1ccc(-c2nc(C(=O)Nc3cccc(C#N)c3)c3n2CCCCC3)cc1	1.0%
Cc1ccc(C)c(NC(=O)Cn2nnc(C(=O)NCCc3ccccc3)c2N)c1	-4.5%

These rows are one share of the data; the hit share may differ from the screen's.
